# SENP7 block = blocks the human protease SENP7 | AID 434973 | inhibition, % at 5 µM | 330,000 tested, 1.5% active | recombinant SENP7, Z-RLRGG-aminoluciferin luminescence, 40 min | Q9BQF6;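 active = inhibition above about 50% at the single test dose, limit read from the data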;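 note: plate controls were DMSO with enzyme for no effect and no enzyme buffer wells for full effect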
# Target sequence (Q9BQF6 706-1050 limits assumed): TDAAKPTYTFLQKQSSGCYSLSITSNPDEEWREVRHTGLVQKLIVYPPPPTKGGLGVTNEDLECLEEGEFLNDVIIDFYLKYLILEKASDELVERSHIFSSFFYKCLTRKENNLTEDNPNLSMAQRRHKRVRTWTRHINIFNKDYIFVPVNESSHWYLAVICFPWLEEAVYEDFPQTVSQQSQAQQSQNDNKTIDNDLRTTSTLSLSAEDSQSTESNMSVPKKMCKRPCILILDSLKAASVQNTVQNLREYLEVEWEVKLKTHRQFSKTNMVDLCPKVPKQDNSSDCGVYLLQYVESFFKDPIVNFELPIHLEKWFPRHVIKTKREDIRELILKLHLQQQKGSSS
# SENP8 block-1 = inhibitors of human SENP8 protease; Q96LD8; AID 2540; inhibition, % at 10 µM; purified SENP8, Z-RLRGG-aminoluciferin cleavage, luminescence; 330,000 tested, 1.2% active; in the data active = inhibition above about 50%
# Target sequence (Q96LD8 whole entry, looked up): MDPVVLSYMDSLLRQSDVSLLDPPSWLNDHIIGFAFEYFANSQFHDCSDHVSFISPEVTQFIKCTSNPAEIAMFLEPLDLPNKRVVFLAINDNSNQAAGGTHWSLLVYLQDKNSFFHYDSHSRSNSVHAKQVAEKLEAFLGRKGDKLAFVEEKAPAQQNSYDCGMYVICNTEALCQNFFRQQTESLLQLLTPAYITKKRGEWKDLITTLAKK
# SENP6 inh = SENP6 protease inhibition; Recombinant SENP6 catalytic domain, aminoluciferin luminescence; inhibition, % at 10 µM; 330,000 tested, 1.8% active;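 active = inhibition above about 50% at the single tested dose, limit read from the data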;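 note: plate controls were DMSO wells with enzyme for no effect and DMSO wells lacking enzyme for full effect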
# SENP1 inh = inhibitors of human SENP1 SUMO protease catalytic domain; AID 624204; recombinant SENP1 catalytic domain, CyPet-SUMO1-YPet FRET cleavage; inhibition, % at 10 µM; Q9P0U3; 360,000 tested, 0.21% active;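 active = inhibition at least 30% at 10 µM, raw YFP signal under a set limit, fluorescence ratio 0.5 to 1.5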;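 note: 0% = enzyme with DMSO and 100% = no enzyme wells; some results filed as inactive read as strong as hits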
# Target sequence (Q9P0U3 419-644 limits assumed): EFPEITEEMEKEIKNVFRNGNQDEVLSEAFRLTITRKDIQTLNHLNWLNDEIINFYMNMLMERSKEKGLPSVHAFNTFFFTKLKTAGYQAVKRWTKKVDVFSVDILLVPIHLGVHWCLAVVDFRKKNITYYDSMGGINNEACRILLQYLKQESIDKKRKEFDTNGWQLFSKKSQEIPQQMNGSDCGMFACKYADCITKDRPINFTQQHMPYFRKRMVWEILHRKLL
#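 Test system: human SENP1 catalytic domain; medium: Tris pH 8 buffer plus EDTA, NaCl, BME, BSA, NP40, catalase; incubation: 50 min reaction at room temperature; technique: FRET, CFP and YFP emission; controls: no-enzyme low control and enzyme-plus-DMSO high control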
# UBC13 polyUb = human UBC13 polyubiquitination inhibition | 330,000 tested, 0.47% active | inhibition, % at 20 µM | P61088 | UBC13 polyubiquitin chain formation, TR-FRET; in the data active = inhibition above about 45%, passing the limit was not always enough
# Target sequence (P61088 whole entry, looked up): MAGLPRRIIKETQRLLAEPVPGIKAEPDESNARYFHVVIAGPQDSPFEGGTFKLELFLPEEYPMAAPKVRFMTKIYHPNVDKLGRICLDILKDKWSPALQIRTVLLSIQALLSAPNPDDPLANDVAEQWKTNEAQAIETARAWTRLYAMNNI
# HKDC1 inh = blocks human hexokinase HKDC1 activity; recombinant HKDC1, G6PDH/diaphorase resazurin coupled fluorescence; Q2TB90; 340,000 tested, 0.16% active; inhibition, % at 20 µM; AID 493160;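 active = inhibition above about 35% when tested at 20 µM, limit read from the data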;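 note: plate controls were DMSO wells with enzyme for no effect and DMSO wells lacking enzyme for full effect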
#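 System: Recombinant HKDC1 hexokinase | Amount: HKDC1 at 5 µg/mL | Reagent: Glucose with 1 mM ATP | Doses: Single 20 µM dose | Incubation: Reaction time 90 min, room temperature, protected from light | Signal: Coupled resazurin fluorescence, excitation 525 nm, emission 613 nm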
# SENP8 block-2 = inhibitors of human SENP8 protease; Q96LD8; recombinant SENP8, Nedd8 substrate fluorescence; inhibition, % at 20 µM; 360,000 tested, 0.64% active; AID 602440; in the data active = inhibition mostly above about 40%, no sharp cut-off; inactive = mostly below about 27%
# PfGluPho inh = PfG6PD (Plasmodium falciparum) enzyme inhibition | PfGluPho enzyme, NADPH resazurin-diaphorase fluorescence | inhibition, % at 20 µM | 350,000 tested, 0.78% active | AID 504690;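 active = inhibition reaching at least a set limit at 20 µM in the primary screen, cut at about 59% in these data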;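 note: 0% = DMSO wells with substrate and 100% = DMSO wells lacking glucose-6-phosphate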
# MIN6 prolif = inducers of beta-cell replication in MIN6 cells | MIN6 cells proliferation, ATPlite luminescence, 48 h; cells starved in 0.2% serum; 100% = growth in 10% serum | AID 2380 | 330,000 tested, 0.29% active | proliferation, % at 10 µM;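 active = compounds whose signal lies at least 3.5 SD above the mean of all wells on their plate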;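 note: 0% = DMSO-treated cells in low-serum medium and 100% = 10% serum control; some compounds called inactive have numbers as strong as hits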
# * = called active by the depositor; i = inactive; nt = not tested or not shown.
# Below each SMILES: SENP7 block	SENP8 block-1	SENP6 inh	SENP1 inh	UBC13 polyUb	HKDC1 inh	SENP8 block-2	PfGluPho inh	MIN6 prolif
1) CCCCN1C(=N)N([C@@H](C)CN2CCC[C@H]2CN2C(N)=NC[C@H]2CC(C)C)C[C@H]1Cc1ccccc1
  -1	8	0	-4	27	-7	9	2	-3
2) O=c1[nH]c(CSc2ccccc2)nc2c1oc1ccccc12
  2	-8	-10	2	5	-1	19	-7	-1
3) Cn1c(SCc2cccc(Br)c2)nnc1-c1ccccn1
  -5	-7	-15	1	8	7	9	20	-4
4) O=C(Nc1nc2c(s1)CCCC2)c1ccc(Br)o1
  88*	86*	91*	-3	6	-3	-40	22	-4
5) CSc1nc(NC(C)=O)nc(C)c1Br
  2	-1	-10	1	1	-4	26	-4	-1
6) CC(=O)NCCc1nc2ccccc2n1CCOc1ccccc1C
  -6	-7	-6	2	12	-7	24	-12	4
7) COC(=O)c1sc(=S)n(-c2ccccc2)c1N
  -10	-8	-16	0	-9	-17	22	65*	0
8) O=C1CCCc2cc3c(cc21)CC1(C3)Cc2cc3c(cc2C1)C(=O)CCC3
  -6	2	-10	3	0	3	7	-3	-6
9) COc1cccc(CC(=O)NCC2COc3ccccc3O2)c1OC (stereo not drawn)
  10	3	7	2	3	-7	-3	-8	0
10) Cc1ccc(S(=O)(=O)N2CCCCC2C(=O)N2CCN(C)CC2)cc1 (stereo not drawn)
  -8	-9	-9	1	-9	-7	28	9	-1
11) CCN(CC)S(=O)(=O)c1ccc2c(c1)c(=O)c(C(=O)N1CCN(c3ccccn3)CC1)cn2C
  -3	-7	-10	4	-6	0	10	-6	-2
12) CC(C)(O)c1[nH]c2cc(C(F)(F)F)ccc2c1C(C)(C)O
  -8	-8	-26	-5	9	-1	5	9	-5
13) CC(Sc1cccc2cccc(C(=O)O)c12)C(=O)O (stereo not drawn)
  -6	3	12	3	-1	-2	11	-12	-2
14) Cc1cc(C(=O)CCC(=O)N2CCN(c3ccccc3)CC2)c(C)s1
  -2	-2	-20	2	3	-6	8	15	3
15) COc1ccccc1CNC(=O)COC(=O)c1cccc(-n2cnnn2)c1
  5	-5	-19	1	3	2	-10	-6	0
16) CC(C)c1nc(NCCN2CCOCC2)c(C#N)c2c1COC(C)(C)C2
  2	-3	0	0	8	-3	-199	-8	1
17) C=CC(=O)N1C/C(=C/c2ccc(Cl)cc2)C(=O)/C(=C\c2ccc(Cl)cc2)C1
  nt	nt	nt	-4	nt	45*	-8	76*	nt
18) Cc1cccnc1NC(=S)NC(=O)/C=C/c1ccco1
  1	-7	-19	-2	-4	3	-7	-5	-1
19) CN(C(=O)c1cccs1)c1ccc(OCC(=O)Nc2ccc(C(=O)O)cc2)cc1
  -10	14	9	1	14	-5	16	0	1
20) CC(=O)N1CCN(c2ccccc2NC(=O)c2cccs2)CC1
  -3	-2	-7	-5	1	-6	1	-11	6
21) CCC(C)(C)n1nnnc1CN1CCN(c2ccc(OC)cc2)CC1
  12	1	1	1	0	5	-2	-14	-1
22) CCOC(=O)c1csc(CCNC(=O)c2oc3c(Cl)cc(C)cc3c2C)n1
  6	-6	-15	2	-2	18	7	11	-3
23) Cc1ccc(S(=O)(=O)Nc2ccc(-n3cnnn3)cc2)c(C)c1
  -5	6	2	2	0	1	-2	3	-5
24) Fc1cccc(CNc2ncnc3ccc(-c4ccc5c(c4)OCO5)cc23)c1
  2	0	2	-2	9	-6	-467	2	-7
25) COc1ccc(-c2cc(-c3ccccc3)c(C#N)c(S(C)(=O)=O)n2)cc1
  1	-1	4	-1	38	5	i	6	-7
26) CCn1c(Sc2ccc(N)cc2Cl)nc2ccccc21
  5	0	2	0	8	14	8	-1	-3
27) O=C(NC1CCCC1)C(c1ccsc1)N(C(=O)Cc1cccs1)c1ccccc1 (stereo not drawn)
  -5	2	2	2	-7	0	5	-30	-2
28) CCCCNC(=O)C(NS(=O)(=O)c1cccc2nsnc12)c1ccccc1 (stereo not drawn)
  -6	-2	-4	1	-31	-3	7	3	-4
29) O=C(c1cnc2ccccn2c1=O)N1CCc2ccccc21
  -9	6	-18	-1	-5	-18	8	-3	-4
30) O=C(O)CSc1nc2ccccc2n1C1CCCCC1
  -13	-5	-18	1	-4	0	9	-18	0
31) CCOC(=O)c1ccc(N2CCCCC2)c(NS(=O)(=O)c2cccc(C(F)(F)F)c2)c1
  3	1	-4	0	0	2	-42	10	-2
32) CCN(c1cccc(C)c1)S(=O)(=O)c1ccc2c(c1)CCN2C(C)=O
  -3	-1	-14	1	9	-1	20	-8	-2
33) Cc1cc(C(=O)N/N=C/c2ccc(O)c([N+](=O)[O-])c2)c(C)n1-c1ccc(F)cc1
  3	1	9	2	-51	10	26	3	1
34) COc1cc(C)c(CNC2CCCCC2)cc1C
  8	5	-21	1	3	16	12	-13	-3
35) CSCCC(NS(=O)(=O)c1ccc2c(c1)oc(=O)n2C)C(=O)NC1CCCCC1 (stereo not drawn)
  -7	-12	-15	1	-3	-3	8	-21	-1
36) OC1Cc2ccccc2C1Nc1cccc(C(F)(F)F)c1 (stereo not drawn)
  nt	nt	nt	0	nt	5	14	26	nt
37) COc1ccc(OC)c(C2c3[nH]c4ccccc4c3C[C@H]3C(=O)N(C4CC4)CC(=O)N23)c1 (stereo partly drawn)
  -2	-4	-7	-7	3	-1	7	4	-3
38) Cn1c(=O)cc(OCCCC(=O)Nc2ccccn2)c2ccccc21
  4	-1	4	3	9	-3	7	17	0
39) CCc1ccc(OCCNC(=O)OCc2ccccc2)cc1
  -3	-10	-5	1	-2	1	16	0	2
40) Nc1ccccc1Oc1c(F)c(F)c(Oc2ccccc2N)c(F)c1F
  2	5	1	2	2	-3	6	-11	-3
41) CCC(=O)N(Cc1ccco1)c1nc(-c2ccccc2)cs1
  3	-3	0	-1	3	1	16	-2	5
42) O=C(O)COc1ccccc1/C=C1\SC(=S)N(c2cccnc2)C1=O
  6	0	8	nt	-11	0	nt	-29	-2
43) OCCC1CN(Cc2cccs2)CCN1Cc1ccccc1 (stereo not drawn)
  7	3	8	0	-4	-12	11	-2	-4
44) COc1ccccc1OCC(=O)OCC(=O)NCCN1C(=O)CSC1=O
  -8	-7	-24	6	-6	-1	1	-17	-3
45) COc1ccc(NC(=O)CN2C(=O)C(=O)N(C3CCCC3)C2=O)c(OC)c1
  -8	-12	-4	1	-7	0	17	-2	-6
46) COCCn1c(SCC(=O)Nc2cccc(C)c2)nnc1C(C)C
  7	5	-8	1	-1	1	21	-13	-3
47) COc1ccc(C(=O)CSc2nnc(CNc3ccc(F)cc3)o2)cc1
  -2	1	-5	-1	7	-7	15	5	-1
48) COc1ccc(OCCC(=O)OCC(=O)NC2CCCCCCC2)cc1
  9	-2	-19	0	11	-2	21	-7	-4
49) O=C(N/N=C/c1cc(Cl)cc([N+](=O)[O-])c1O)c1ccc2c(c1)OCO2
  9	-4	-12	5	-115	-28	28	-31	-5
50) Cc1c(C)c2ccc(OCC(=O)NCCCn3ccnc3)cc2oc1=O
  -2	7	2	1	4	-3	-337	-3	4

# Additional structures.
# Below each SMILES: SENP7 block	SENP8 block-1	SENP6 inh	SENP1 inh	UBC13 polyUb	HKDC1 inh	SENP8 block-2	PfGluPho inh	MIN6 prolif
51) Cc1c(Cl)cccc1NC(=O)CSc1nncn1-c1cccnc1
  8	1	-26	-2	0	-5	4	-7	-1
52) CCCCNC(=O)CNC(=S)N(Cc1ccccc1)Cc1cccs1
  -2	-3	-6	1	-9	3	9	13	-1
53) CCCCCCCCc1nnc(N)s1
  7	8	-1	0	5	1	24	-4	-1
54) N#Cc1c2n(c(=S)n(-c3ccc(F)cc3)c1=O)CCCCC2
  -7	0	-5	1	-7	0	11	-1	-1
55) O=C(OCc1cccc([N+](=O)[O-])c1)c1cc(=O)[nH]c2ccccc12
  3	3	-5	nt	21	nt	nt	nt	-2
56) COc1ccccc1CC(NC(C)=O)C(=O)NC1CCN(C(=O)Nc2ccccc2C)CC1 (stereo not drawn)
  3	0	22	0	-2	-6	6	6	4
57) CC[C@@]1(C(=O)OC)N[C@H](CN(C)C(C)=O)[C@@H]2C(=O)N(Cc3ccccc3)C(=O)[C@@H]21
  11	-1	-16	5	12	-1	-2	16	-1
58) CC1CCCCN1CCn1cnc2c([nH]c3ccccc32)c1=O (stereo not drawn)
  -10	0	-23	1	25	0	-90	-19	0
59) CCOC(=O)c1c(NC(=O)CN2C(=O)C(=O)N(CC(C)C)C2=O)sc(C)c1CC
  10	-12	-4	0	-6	2	-1	-1	3
60) C=CC[C@@H](CC(=O)N(CCO)Cc1ccccc1)C(=O)N[C@H](COC(=O)[C@@H](CC=C)CC(=O)OC(C)(C)C)Cc1ccccc1
  0	5	-2	0	14	1	4	23	-5
61) CCOC(=O)c1cc(NC(=O)NC2CCCCC2)c(C)nc1C
  4	-4	3	0	7	-3	0	0	0
62) CC(=O)Nc1ccc(OCC(=O)Nc2ccc(Cl)c(S(=O)(=O)N3CCOCC3)c2)cc1
  3	-7	-15	3	-12	nt	11	nt	-5
63) Cc1c(C(=O)NCCC2=CCCCC2)oc2ccc(S(=O)(=O)N3CCC4(CC3)OCCO4)cc12
  -13	1	4	0	4	3	2	-4	-5
64) CN(C)Cc1c(C(=O)N/N=C/c2cccc(OCc3ccccc3)c2)nnn1-c1nonc1N
  1	6	-8	1	-14	0	10	27	-1
65) Cc1ccccc1OCC(=O)OCC(=O)NCc1cccs1
  5	-1	1	6	2	-8	13	-3	0
66) O=C(Nc1ccccc1)c1nccn1Cc1ccc(F)cc1
  10	-2	32	-1	-8	-6	27	6	-2
67) CCCn1c(N)c(N(CCOC)C(=O)CSc2cc(C)c3ccccc3n2)c(=O)[nH]c1=O
  nt	nt	nt	-1	nt	1	-3	6	nt
68) COc1cc2nc(CN3C(=O)c4ccccc4C3=O)oc(=O)c2cc1OC
  -1	0	-7	0	14	-2	27	4	2
69) Cc1ccc(OCC(=O)NNC(=O)c2ccco2)c(C)c1
  5	1	-9	3	-5	-4	1	-10	-5
70) COc1ccc(NS(=O)(=O)c2ccc(NC(C)=O)cc2)cc1OC
  8	-2	-4	0	-8	0	7	-2	-4
71) CCCCCn1c(C(C)NC(=O)CCC)nc2ccccc21 (stereo not drawn)
  -5	-10	-18	0	6	-3	4	6	-1
72) CN1/C(=C/C(=S)NC(=O)C2CCC2)C(C)(C)c2ccccc21
  5	4	15	-33	-14	-9	7	13	-7
73) Nc1ncnc2c1ncn2C1CCCC(CO)O1 (stereo not drawn)
  nt	nt	nt	0	nt	-4	18	13	nt
74) COc1ccccc1-n1cnnc1SCC(=O)Nc1cccc(S(=O)(=O)N2CCCCC2)c1
  6	0	10	nt	5	nt	nt	nt	0

# Compound activity as filed in PubChem.
